# MEKK3 PB1 HTS: modulators (inhibitors or enhancers) of MEK5 binding to human MEKK3 PB1 domain; bead-based flow cytometry, Alexa488-MEK5 binding to MEKK3; actives lie on both sides; 0 = blocked by unlabeled MEK5, 100 = vehicle; binding response (% of control), % at 10 µM; hit rate 1.4% among 290,000;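 active = binding response more than 3 SD above or below the average of its plate-row segment, actives on both sides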;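 also: Alexa488 bead fluorescence after subtracting the streptavidin-only scavenger bead signal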
# NALP1 yeast inh: NALP1 inhibition | inhibition, % at 10 µM | S. cerevisiae NALP1/ASC/caspase-1 growth, X-gal OD620, 72 h | hit rate 0.61% among 280,000 | AID 2071; in the data active = inhibition mostly above about 24%, no sharp cut-off; inactive = mostly below about 32%; also: some compounds called inactive have numbers as strong as hits
# PHOSPHO1 inh: PHOSPHO1 (human) inhibition; Q8TCT1; recombinant PHOSPHO1, absorbance phosphatase assay; inhibition, % at 13.3 µM; hit rate 1.1% among 290,000; in the data active = inhibition above about 60%
# Target sequence (Q8TCT1 whole entry, looked up): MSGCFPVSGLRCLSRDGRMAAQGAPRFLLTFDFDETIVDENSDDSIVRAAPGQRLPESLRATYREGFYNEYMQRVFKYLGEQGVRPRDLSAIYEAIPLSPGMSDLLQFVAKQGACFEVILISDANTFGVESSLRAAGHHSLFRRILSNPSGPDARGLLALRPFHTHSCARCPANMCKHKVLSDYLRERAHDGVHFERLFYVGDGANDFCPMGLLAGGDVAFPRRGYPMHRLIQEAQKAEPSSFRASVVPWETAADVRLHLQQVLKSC
# V1aR counter: activates human V1a receptor in oxytocin agonist counter-screen | CHO-V1R cells, Fluo-8 calcium fluorescence, agonist mode; 0% DMSO, 100% 3 nM vasopressin | activation, % at 3 µM | hit rate 0.25% among 320,000 | AID 2797;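 active = activation above the mean activation of all tested compounds plus 3 SD, per screening run, cut at about 20% in these data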;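 also: signal is peak over basal fluorescence ratio across a 100 second FLIPR read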
# MEKK2 WT-MEK5: raises or lowers MEK5 binding to wildtype human MEKK2 PB1 domain; Q9Y2U5; bead flow cytometry, Alexa488-MEK5 binding to MEKK2 WT; actives lie on both sides; binding response (% of control), % at 10 µM; hit rate 1.1% among 290,000; in the data active = binding response below about 67% or above about 130%
# MEKK2 mut-MEK5: signal of MEK5 binding to mutant human MEKK2 PB1 domain; bead flow cytometry, Alexa488-MEK5 binding to MEKK2 mutant; percent response, % at 10 µM; hit rate 0.35% among 290,000; in the data active = percent response above about 24%, passing the limit was not always enough; also: inactives centre near 1; some results filed as inactive read as strong as hits; reference of the scale not given here
# OXTR agonist: human OXTR agonism. P30559. CHO-OTR cells, Fluo-8 calcium fluorescence; normalized: DMSO 0%, oxytocin 100%. activation, % at 3 µM. hit rate 0.32% among 320,000. AID 2435;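 active = activation above the mean of all tested compounds plus 3 SD, cutoff set per screening run, cut at about 20% in these data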;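 also: peak over basal fluorescence ratio from a 100 s FLIPR kinetic read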
# Target sequence (P30559 whole entry, looked up): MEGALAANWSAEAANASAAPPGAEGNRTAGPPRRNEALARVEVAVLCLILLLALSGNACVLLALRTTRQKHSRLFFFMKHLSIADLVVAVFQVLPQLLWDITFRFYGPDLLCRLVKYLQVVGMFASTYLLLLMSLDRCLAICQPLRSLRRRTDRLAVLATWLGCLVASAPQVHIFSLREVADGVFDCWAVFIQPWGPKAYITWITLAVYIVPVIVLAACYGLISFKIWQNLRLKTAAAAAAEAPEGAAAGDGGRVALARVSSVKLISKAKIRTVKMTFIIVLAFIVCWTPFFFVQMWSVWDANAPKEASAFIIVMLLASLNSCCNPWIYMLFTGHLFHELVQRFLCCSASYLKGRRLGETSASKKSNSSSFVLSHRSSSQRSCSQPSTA
# GalR3 antag: blocks the human galanin receptor 3. O60755. HEK293 GalR3-CNG cAMP membrane potential fluorescence; galR3 body fused to GalR1 C-terminus. inhibition, % at 3 µM. hit rate 0.44% among 360,000. AID 651719;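 active = inhibition above the screen-wide average plus 3 SD, cut at about 13% in these data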;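 also: forskolin and galanin both at EC90 stimulate the cells; cAMP rise reported by CNG channel membrane potential dye signal; 0% = forskolin plus galanin with DMSO and 100% = forskolin alone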
# Target sequence (O60755 1-299 limits assumed): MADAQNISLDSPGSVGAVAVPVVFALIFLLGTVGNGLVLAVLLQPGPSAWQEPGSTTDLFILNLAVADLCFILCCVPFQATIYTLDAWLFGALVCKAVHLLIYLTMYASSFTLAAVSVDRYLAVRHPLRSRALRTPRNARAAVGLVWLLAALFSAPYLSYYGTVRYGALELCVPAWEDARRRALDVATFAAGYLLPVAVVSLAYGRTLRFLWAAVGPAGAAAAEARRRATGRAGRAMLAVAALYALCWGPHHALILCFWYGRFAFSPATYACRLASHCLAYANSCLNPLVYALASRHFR
# GPR7 antag: antagonists of human GPR7 (neuropeptides B/W receptor 1) | P48145 | inhibition, % at 4.4 µM | hit rate 1.1% among 290,000 | AID 1861 | GPR7-expressing cells, fluorescence antagonist assay; in the data active = inhibition above about 16%, passing the limit was not always enough;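 also: cells stimulated with the agonist NPW; 0% = agonist with vehicle and 100% = vehicle without agonist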
# * = called active by the depositor; . = not tested or not shown; [ ] = another dose, or the depositor's remark.
# Preview (3 entries):
[1] O=C(CN1C(=O)c2cccnc2Oc2ccc(Cl)cc21)N1CCCC1
[2] O=C(CSCC(=O)N1CCN(c2ccccc2)CC1)Nc1nc(-c2ccc(Cl)s2)cs1
[3] CCC(C)[C@H](NS(=O)(=O)c1ccc(C)cc1)C(=O)N1CCC(C(=O)N[C@@H](Cc2ccccc2)C(=O)O)CC1 (some centres not stated)

entry no.,1,2,3
GPR7 antag,-7,-10,-9
GalR3 antag,-6,.,5
V1aR counter,0.6,3.5,0.0
MEKK2 mut-MEK5,2,5,2
NALP1 yeast inh,13,35,1
MEKK3 PB1 HTS,100,108,103
MEKK2 WT-MEK5,105,106,98
PHOSPHO1 inh,18,-14,34
OXTR agonist,-0.9,4.3,-0.6

# All compounds of this part, repeating the preview:
[1] O=C(CN1C(=O)c2cccnc2Oc2ccc(Cl)cc21)N1CCCC1
[2] O=C(CSCC(=O)N1CCN(c2ccccc2)CC1)Nc1nc(-c2ccc(Cl)s2)cs1
[3] CCC(C)[C@H](NS(=O)(=O)c1ccc(C)cc1)C(=O)N1CCC(C(=O)N[C@@H](Cc2ccccc2)C(=O)O)CC1 (some centres not stated)
[4] Cc1ccc(C)c(N(CC(=O)NC(C)(C)C)C(=O)CCC(=O)Nc2nccs2)c1
[5] Cc1c(NS(=O)(=O)c2ccc3c(c2)NC(=O)CC(=O)N3)cccc1[N+](=O)[O-]
[6] Cc1cccc(-n2ncc3c(Nc4c(C)n(C)n(-c5ccccc5)c4=O)ncnc32)c1
[7] O=C(NNc1ccccc1)Nc1ccccc1F
[8] COc1cccc(N2CCN(C(=O)CCC(=O)N3CCOc4ccc(C)cc43)CC2)c1

entry no.,1,2,3,4,5,6,7,8
GPR7 antag,-7,-10,-9,0,-1,-5,-12,0
GalR3 antag,-6,.,5,-8,-8,.,-9,.
V1aR counter,0.6,3.5,0.0,-1.3,0.2,-0.3,-0.6,6.1
MEKK2 mut-MEK5,2,5,2,-1,2,4,3,4
NALP1 yeast inh,13,35,1,2,-6,19,20,14
MEKK3 PB1 HTS,100,108,103,99,99,101,106,103
MEKK2 WT-MEK5,105,106,98,97,106,99,101,102
PHOSPHO1 inh,18,-14,34,29,-4,31,19,18
OXTR agonist,-0.9,4.3,-0.6,-0.5,0.2,0.4,0.5,3.9

# Single entries from above:
# cpd 7 in OXTR agonist is listed with 0.5
# cpd 1 in V1aR counter is listed with 0.6
# cpd 6 in V1aR counter is listed with -0.3

# Only MEKK2 WT-MEK5, for some of the entries so far:
no.	SMILES	MEKK2 WT-MEK5
3	CCC(C)[C@H](NS(=O)(=O)c1ccc(C)cc1)C(=O)N1CCC(C(=O)N[C@@H](Cc2ccccc2)C(=O)O)CC1 (some centres not stated)	98
4	Cc1ccc(C)c(N(CC(=O)NC(C)(C)C)C(=O)CCC(=O)Nc2nccs2)c1	97
5	Cc1c(NS(=O)(=O)c2ccc3c(c2)NC(=O)CC(=O)N3)cccc1[N+](=O)[O-]	106
6	Cc1cccc(-n2ncc3c(Nc4c(C)n(C)n(-c5ccccc5)c4=O)ncnc32)c1	99

# Continuation:
[9] CCOC(=O)Cc1csc(NC(=O)/C=C\c2ccccc2Cl)n1
[10] N/C(CCCN1CCCCC1)=N/O
[11] COC(=O)C1C(C(=O)OC)C1(c1ccccc1)c1ccccc1 (configuration not stated)
[12] O=C(Nc1ccc2c(c1)OCCO2)N1CCN(c2ccc(F)cc2)CC1
[13] COc1ccc(-c2c(C3=CCCCC3)oc3ccc(-c4ccc5c(c4)OCO5)cc23)cn1
[14] CC1CCN(c2nc3c(c(=O)[nH]c(=O)n3C)n2CC(C)CSc2nnnn2-c2ccccc2)CC1 (configuration not stated)
[15] CCc1nnc(NC(=O)c2nc3nccc(C)n3n2)s1
[16] Fc1cccc(Oc2nc3ccccc3n3cccc23)c1

entry no.,9,10,11,12,13,14,15,16
GPR7 antag,0,-16,-3,-11,.,-1,-9,-9
GalR3 antag,-6,0,-4,-2,2,-3,-4,7
V1aR counter,0.5,1.4,-0.2,4.6,-0.5,-0.8,0.8,-0.5
MEKK2 mut-MEK5,2,5,15,-2,-7,3,5,7
NALP1 yeast inh,8,10,0,25,.,15,5,31
MEKK3 PB1 HTS,122,100,107,99,96,106,105,106
MEKK2 WT-MEK5,113,105,105,99,92,104,112,106
PHOSPHO1 inh,52,14,28,4,.,-27,11,14
OXTR agonist,1.2,1.9,-2.7,4.8,1.0,-1.7,0.4,-1.4

[17] COc1cccc(C(=O)Nc2ccc(S(=O)(=O)Nc3nccc(C)n3)cc2)c1
[18] COc1ccc(NC(=O)c2cc(S(=O)(=O)NCC3COc4ccccc4O3)ccc2F)cc1 (configuration not stated)
[19] COc1ccccc1C(=O)N1CCC(N2CCN(c3ccccc3)CC2)CC1
[20] O=[N+]([O-])c1cccc(CN2CCN(S(=O)(=O)Cc3ccccc3)CC2)c1
[21] Cc1csc(NC(=O)c2cc(-c3ccccc3)nc3ccccc23)n1
[22] Cc1ccc(NC(=O)/C=C/C(=O)O)c(NC(=O)c2ccccc2)c1
[23] NC(=O)c1cc(S(=O)(=O)NCc2ccc(F)cc2)cs1
[24] COCC(C)NCc1cccc(OC)c1OC (configuration not stated)

entry no.,17,18,19,20,21,22,23,24
GPR7 antag,-9,-8,-6,6,-18,-17,-13,1
GalR3 antag,0,3,-2,0,-12,-6,-2,-2
V1aR counter,0.5,3.5,-0.6,1.9,2.2,1.3,1.0,1.3
MEKK2 mut-MEK5,-3,11,3,0,20,14,-1,1
NALP1 yeast inh,27,34,-34,1,30,0,10,-4
MEKK3 PB1 HTS,90,105,102,101,99,112,100,104
MEKK2 WT-MEK5,96,116,99,98,108,111,98,100
PHOSPHO1 inh,-11,-8,37,10,1,19,48,38
OXTR agonist,0.0,4.3,1.1,1.8,0.9,0.6,20*,0.4

[25] O=C(CN1CCN(S(=O)(=O)N2CCCCC2)CC1)Nc1ccc(Br)cc1
[26] CC1=NN(c2ccc([N+](=O)[O-])cc2)C(=O)/C1=C\N(C)C
[27] CCOC(=O)c1ccccc1NC(=O)COC(=O)CCC(=O)N1CCOCC1
[28] CC1CC(C)CN(S(=O)(=O)c2ccc3c(c2)oc(=O)n3CC(=O)NCCCOC(C)C)C1 (configuration not stated)
[29] C/C(N)=C(/C#N)C(=O)COC(=O)CNS(=O)(=O)c1ccc(F)c(F)c1F
[30] O=[N+]([O-])c1cc(C(F)(F)F)cc([N+](=O)[O-])c1N1CCN(S(=O)(=O)c2ccccc2)CC1
[31] COc1cccc(C(=O)NCC(=O)N/N=C(\C)Cc2ccccc2)c1
[32] CC(C)[C@@H](C(=O)OCC(=O)Nc1ccc2c(c1)OCO2)N1C(=O)c2ccccc2C1=O

entry no.,25,26,27,28,29,30,31,32
GPR7 antag,0,-4,1,-3,9,-2,-4,-2
GalR3 antag,-4,-2,-1,-1,-8,2,1,-2
V1aR counter,4.7,0.1,1.7,1.7,-0.1,0.1,0.8,2.0
MEKK2 mut-MEK5,5,1,-6,1,-9,-2,1,8
NALP1 yeast inh,19,22,18,6,12,23,7,-5
MEKK3 PB1 HTS,102,100,98,101,64,106,103,105
MEKK2 WT-MEK5,106,102,99,97,75,98,103,107
PHOSPHO1 inh,.,1,31,2,8,-19,22,-18
OXTR agonist,1.1,-1.0,-0.5,-1.4,-0.2,-1.5,-0.4,4.1

# One compound at a time (already shown). Values in the order: GPR7 antag | GalR3 antag | V1aR counter | MEKK2 mut-MEK5 | NALP1 yeast inh | MEKK3 PB1 HTS | MEKK2 WT-MEK5 | PHOSPHO1 inh | OXTR agonist
# Profile of CCOC(=O)c1ccccc1NC(=O)COC(=O)CCC(=O)N1CCOCC1 → 1 | -1 | 1.7 | -6 | 18 | 98 | 99 | 31 | -0.5
# Profile of O=[N+]([O-])c1cc(C(F)(F)F)cc([N+](=O)[O-])c1N1CCN(S(=O)(=O)c2ccccc2)CC1 → -2 | 2 | 0.1 | -2 | 23 | 106 | 98 | -19 | -1.5

# New compounds follow:
[33] COc1ccc([N+](=O)[O-])cc1NC(=O)CCN1CCOCC1
[34] COc1cccc(NC(=O)C(NCC(C)(C)CN(C)C)c2ccccc2)c1 (configuration not stated)
[35] O=C(CN1C(=O)/C(=C\c2ccccc2F)SC1=S)Nc1nc2ccccc2s1
[36] c1cc(C2OCCN2CC2COC3(CCCC3)O2)ccn1 (configuration not stated)
[37] COc1cc(SC)ccc1C(=O)NC1CCCCC1
[38] COc1ccc(CCC(C)N2CCC(CO)(Cc3ccccc3)CC2)cc1 (configuration not stated)
[39] CC(C)COc1ccc(CN=C(N)N=C(N)N)cc1Cl
[40] COc1ccc(C(=O)Cn2cc[n+](C)c2)cc1

entry no.,33,34,35,36,37,38,39,40
GPR7 antag,-11,-9,4,6,-12,16,-5,-6
GalR3 antag,-10,4,-5,-4,-8,-4,-4,-2
V1aR counter,0.2,0.4,0.5,0.1,-1.5,0.7,-0.5,0.5
MEKK2 mut-MEK5,-2,.,2,12,-3,3,25,3
NALP1 yeast inh,18,-11,26,8,3,19,28,2
MEKK3 PB1 HTS,101,.,105,99,89,101,106,104
MEKK2 WT-MEK5,102,.,105,100,90,107,139*,103
PHOSPHO1 inh,24,26,-10,-30,14,14,-10,40
OXTR agonist,0.5,-0.1,0.2,0.2,-3.0,0.4,-0.5,-0.2

[41] O=C(CCc1nnc(C2(c3ccc(Cl)cc3)CCC2)o1)NC1CC1
[42] O=C(Nc1ccccc1C(F)(F)F)N1CCC(n2c(=O)[nH]c3ccccc32)CC1
[43] CC(C)c1ccc(OCCCCCN2CCOCC2)cc1
[44] COc1cccc2cc(C(=O)CS(=O)(=O)c3ccc(C(C)(C)C)cc3)c(=O)oc12
[45] OCCCNc1nc(-c2ccc(Cl)cc2)nc2ccccc12
[46] COc1cccc2c1C(=O)C=C(C)C2=O
[47] O=C(NNC(=O)C1CC=CCC1)c1ccccc1O (configuration not stated)
[48] O=S(=O)(Nc1ccc(Br)cn1)c1ccc2ccccc2c1

entry no.,41,42,43,44,45,46,47,48
GPR7 antag,0,3,-2,-16,13,-6,-10,2
GalR3 antag,-1,-2,-6,4,-6,-5,-9,-8
V1aR counter,-0.3,4.2,5.4,0.7,1.9,3.3,-0.5,0.0
MEKK2 mut-MEK5,-9,2,11,3,0,-2,15,-4
NALP1 yeast inh,-7,9,9,21,2,96*,-6,27
MEKK3 PB1 HTS,100,101,104,101,97,92,105,98
MEKK2 WT-MEK5,89,101,110,99,101,94,105,94
PHOSPHO1 inh,-15,8,15,22,-128,-5,25,24
OXTR agonist,-0.5,0.3,5.3,-0.9,1.0,0.2,-0.1,-1.4

[49] CCCNC(=S)N1CCN(c2nc(-c3ccc(C)cc3)cs2)CC1
[50] CCC1(C)COC2(OC1)C(=O)Nc1ccccc12 (configuration not stated)
[51] COc1cccc(C(=O)Nc2ncc3c(n2)CC(c2ccc(OC)cc2OC)CC3=O)c1 (configuration not stated)
[52] CCCCSc1nnc2c(n1)OC=Nc1ccccc1-2
[53] N#Cc1ccc(N2Cc3ccccc3C2=NC(=O)c2cccs2)cc1
[54] NS(=O)(=O)c1ccc(CCNC(=O)CNC(=O)Cc2ccccc2)cc1
[55] CCOC(=O)c1sc(NC(=O)c2cc3n(n2)C(C(F)(F)F)CC(c2ccccc2)N3)c(C(=O)OCC)c1C (configuration not stated)

entry no.,49,50,51,52,53,54,55
GPR7 antag,-10,-6,-1,-18,-11,-11,-6
GalR3 antag,-10,-5,-11,-6,-4,-12,-4
V1aR counter,4.9,0.8,-1.0,0.0,1.3,-0.4,0.6
MEKK2 mut-MEK5,11,0,2,21,12,1,-14
NALP1 yeast inh,-8,24,-5,.,29,17,-10
MEKK3 PB1 HTS,107,101,107,122,102,102,81*[inhibitor]
MEKK2 WT-MEK5,114,97,101,114,103,104,84
PHOSPHO1 inh,.,22,9,61*,18,33,29
OXTR agonist,3.1,1.3,-1.4,-0.5,-0.2,-0.8,0.5

# Source: PubChem BioAssay (several laboratories)
